# 12-LOX inh: inhibitors of human 12S-lipoxygenase ALOX12. P18054. purified 12hLO, xylenol orange hydroperoxide absorbance. Potency, µM (series often up to 108 µM), without a hit: at the highest dose activity change, negative = inhibition, actives largely listed as inhibitors. 1.1% of 580,000 active; further: potency means the concentration at half of the fitted maximal effect; on the % scale 0 is the no-effect control and ±100 the full control effect
#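 Purified human 12hLO at 150 nM in 25 mM Hepes, 0.01% Triton X-100, pH 7.0, preincubated 15 min at room temperature with compound. Reaction started with 40 uM arachidonic acid, 30 min at room temperature. Hydroperoxide measured by Fe-xylenol orange, 573/405 nm absorbance ratio.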
# RGS4 inhibitor: human RGS4 inhibition | P49798 | Transcreener GDP fluorescence polarization, RGS4-accelerated GTP hydrolysis | Potency, µM (titrated, usually from 114 µM), for the others: at the highest dose activity change, negative = inhibition, actives largely listed as inhibitors | 0.039% of 390,000 active; further: potency means the concentration at half of the fitted maximal effect; on the % scale 0 is the no-effect control and ±100 the full control effect; nearly all actives have a fitted effect of over 75% in size; some results filed as inactive show a strong effect at the top dose
# Target sequence (P49798 whole entry, looked up): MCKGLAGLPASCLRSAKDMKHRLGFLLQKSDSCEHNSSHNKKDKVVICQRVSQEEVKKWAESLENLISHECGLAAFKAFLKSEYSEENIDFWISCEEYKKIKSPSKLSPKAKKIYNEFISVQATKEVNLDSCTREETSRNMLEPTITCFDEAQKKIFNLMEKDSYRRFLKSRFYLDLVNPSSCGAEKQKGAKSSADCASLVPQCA
#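 MLSMR compounds (23 nl, pin-transferred) preincubated 10 min at room temperature with a 500nM (2x) first reagent, then RGS4 at 900nM (2x) plus Transcreener GDP mix added; fluorescence polarization (620/688 nm) read before and after 90 min at 30 °C.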
# Pol beta inh: blocks human DNA polymerase beta activity; P06746; Pol beta primer extension/strand displacement, fluorescence kinetic; Potency, µM (doses to about 114 µM), for inactives: at the top dose activity change, negative = inhibition, most hits filed as inhibitors; 1.3% of 340,000 active; AID 485314; further: potency means the concentration at half of the fitted maximal effect; on the % scale 0 is the no-effect control and ±100 the full control effect
#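 Curves were derived by four-parameter Hill fits of normalized qHTS data. The kinetic fluorescent primer-extension read was taken at 0 and 10 min after 50 nM substrate, following a 15 min room-temperature preincubation of 10 nM enzyme with compounds.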
# Anesthetic bind: candidate novel general anesthetic via apoferritin binding; Potency, µM (highest dose often 77.5 µM), inactives show at the highest dose activity change, negative = displacement, usual class: inhibitors; 0.074% of 350,000 active; apoferritin/1-aminoanthracene competitive binding, fluorescence; AID 485281; further: potency means the concentration at half of the fitted maximal effect; on the % scale 0 is the no-effect control and ±100 the full control effect; nearly all actives have a fitted effect of over 20% in size
# Target sequence (P02791 2-175 limits assumed): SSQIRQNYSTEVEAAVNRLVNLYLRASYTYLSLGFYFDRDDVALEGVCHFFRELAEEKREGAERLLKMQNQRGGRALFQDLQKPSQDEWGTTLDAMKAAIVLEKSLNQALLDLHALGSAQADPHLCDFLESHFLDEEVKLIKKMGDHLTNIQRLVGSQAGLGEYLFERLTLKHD
#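 Horse-spleen apoferritin (10 uM) in 50% saturated 1-aminoanthracene in PBS was incubated 10 min at room temperature with compound. Fluorescence (ex 380, em 535 nm) was normalized to free and bound 1-AMA, with concentration-response fitted by a four-parameter Hill equation.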
# POLH inh: DNA polymerase eta (human) inhibition. 1.2% of 390,000 active. AID 588591. recombinant Pol eta, fluorescent DNA replication assay. Potency, µM (titrated, usually from 114 µM), inactives show at the top dose activity change, negative = inhibition, most hits filed as inhibitors. Q9Y253; further: potency means the concentration at half of the fitted maximal effect; on the % scale 0 is the no-effect control and ±100 the full control effect
#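 Pol eta (10 nM) was preincubated with compounds for 15 min at room temperature, after which fluorescent replication substrate (50 nM final) was added to start the reaction. Fluorescence was read kinetically at 0 and 10 min.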
# ERG-DNA inh: ERG Ets/DNA interaction inhibition. 0.028% of 370,000 active. Potency, µM (highest dose often 76.9 µM), for the others: top-dose FP activity, negative = inhibition, hits mostly inhibitors. fluorescence polarization, His-ERG Ets domain / labelled DNA; active means well fitted inhibition curve with a large enough effect in the polarisation, with a control signal flat; inconclusive means small, poorly fitted or top-dose-only effect, or effect the other way, or a change in a side signal; inactive means no such curve, though single readings can be large or run the other way; the % refers to the polarisation;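 further: polarization taken with two DNA probes labelled with fluorescein and Texas red; potency means the concentration at half of the fitted maximal effect; % of control where 0% means no effect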
# Target sequence (P11308 whole entry, looked up, the tested form may be a part): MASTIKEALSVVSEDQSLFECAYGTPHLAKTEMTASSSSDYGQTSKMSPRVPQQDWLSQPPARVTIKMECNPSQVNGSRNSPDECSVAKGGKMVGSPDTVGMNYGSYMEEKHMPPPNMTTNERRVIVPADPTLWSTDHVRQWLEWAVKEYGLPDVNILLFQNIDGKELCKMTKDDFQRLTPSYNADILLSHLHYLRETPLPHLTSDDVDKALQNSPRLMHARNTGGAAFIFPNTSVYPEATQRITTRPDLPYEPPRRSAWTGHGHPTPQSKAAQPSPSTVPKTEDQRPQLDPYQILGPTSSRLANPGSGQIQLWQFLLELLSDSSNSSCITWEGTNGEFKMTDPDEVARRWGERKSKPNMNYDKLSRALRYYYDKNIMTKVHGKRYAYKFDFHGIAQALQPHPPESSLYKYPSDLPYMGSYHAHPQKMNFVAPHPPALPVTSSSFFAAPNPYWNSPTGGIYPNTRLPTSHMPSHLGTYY
#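 His-tagged ERG Ets domain (1 uM in the protein solution; 300mM KCl, 50mM Tris-HCl, 1mM EDTA, 1mM DTT, pH 7.5) received compound, then a probe mix of 5 nM fluorescein-DNA and 100nM Texas-615-DNA. Fluorescence polarization was read for both dyes.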
# LDHA inh: LDHA (human) enzyme inhibition | 0.15% of 480,000 active | activity change, % (values are at about 110 or 230 µM) | P00338 | purified LDHA, NADH/diaphorase-resazurin fluorescence; active compounds read low; in the data active means activity change below about -30%; inconclusive means mostly about -25% to -30%;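 further: plate controls were DMSO wells for no effect and wells without enzyme for full effect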
#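 Enzyme activity of human lactate dehydrogenase 5 (2 nM; 0.06 mM NADH, 0.2 mM pyruvate, 5 min, RT) is measured via a resazurin/diaphorase fluorescence readout of residual NADH.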
# APEX1 inh: blocks human APE1 abasic DNA cleavage; 0.35% of 350,000 active; AID 2517; Potency, µM (doses to about 65.8 µM), for inactives: at the highest dose activity change, negative = inhibition, hits mostly inhibitors; P27695; recombinant APE1, TAMRA/BHQ-2 abasic DNA cleavage fluorescence;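 further: potency means the concentration at half of the fitted maximal effect; plate controls were vehicle for no effect and reference inhibitor for full effect; nearly all actives have a fitted effect of over 55% in size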
#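 Incision of a quenched TAMRA/BHQ-2 THF abasic-site duplex (50 nM) by 0.75 nM APE1, after 15 min compound preincubation, measured as fluorescence increase over three 60 s reads. Values normalized to buffer, DMSO and NSC13755 control wells.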
# Pol kappa inh: inhibitors of human DNA polymerase kappa | Potency, µM (titrated, usually from 107 µM), for the others: at the highest dose activity, negative = inhibition, usual class: inhibitors | 0.53% of 400,000 active | Q9UBT6 | purified Pol kappa, fluorescent DNA synthesis assay, 10 min; further: potency means the concentration at half of the fitted maximal effect; on the % scale 0 is the no-effect control and ±100 the full control effect
#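 Readout: fluorescence, taken kinetically at 0 and 10 min. Conditions: 10 nM Pol kappa, 15 min RT compound preincubation, 50 nM substrate final. Controls: enzyme-free buffer wells.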
# * marks the source's active call; other numbers are inactive results; ? = inconclusive; . = no result given; & = joins results of further samples; [ ] = dose if it differs, or a comment. Unless noted, the call rests on the fitted dose curve; in most records, active means well fitted curve in the direction sought with a large enough effect; inconclusive means small, poorly fitted or top-dose-only effect, or another doubt; inactive means no such curve, though single readings can be large; an effect the other way counts as inactive or inconclusive. The list is partial; rates above refer to the full screens.
SMILES,12-LOX inh,RGS4 inhibitor,Pol beta inh,Anesthetic bind,POLH inh,ERG-DNA inh,LDHA inh,APEX1 inh,Pol kappa inh
COc1ccc(C(=O)Nc2ccc(Cl)cc2C(=O)NCc2ccco2)cc1OC,0.0%,-26.6%,22.3%,-20.8%,-12.0%,-1.9%,0.3,-5.6%,-2.2%
COc1cc(CNC2CCCc3ccccc32)cc(OC)c1OC (stereo not given),-15.5%,12.6%,-0.4%,-16.7%,-0.2%,9.4%,-22.4,4.3%,-2.1%
O=S(=O)(Nc1ccc(-c2cn3c(n2)SCC3)cc1)c1cccs1,-3.9%,-7.6%,-10.0%,-11.1%,6.4%,2.9%,-10.1,-3.7%,-11.2%
CCCCNC(=O)C1CCC(CNS(=O)(=O)c2ccc(C)cc2)CC1 (stereo not given),-10.3%&-9.7%,-2.6%&2.3%,-7.0%&26.0%,-5.7%&-4.6%,-16.9%&7.1%,-4.0%&-2.7%,-9.5&-0.2,6.8%,8.2%
CC(C)C(NC(=O)/C=C/c1cccc([N+](=O)[O-])c1)C(C)C,-6.0%,0.0%,-1.1%,-8.3%,-14.6%,3.7%,-8.7,3.0%,-11.8%
CN(C(=O)COC(=O)c1ccc([N+](=O)[O-])cc1)c1ccccc1,-0.3%,20.9%,8.4%,-11.1%,-6.8%,5.7%,-2.3,-3.4%,-13.1%
CC1CC(C)CN(C(=O)CCNS(=O)(=O)c2cccs2)C1 (stereo not given),9.7%,-19.3%,20.7%,4.1%,-1.0%,12.6%,-1.8,1.9%,0.5%
CN(Cc1ccccc1)C(=O)c1cccc(NC(=O)Cc2ccc(NC(=O)C3CCN(C(=O)c4ccccc4)CC3)cc2)c1,0.0%,-9.5%,.,.,-6.9%,2.5%,-2.9,.,-3.2%
CCOC(=O)c1c(NC(=O)CSc2cn(CCNC(=O)c3ccc(OCC)cc3)c3ccccc23)sc2c1CCC2,0.0%,-3.2%,1.3%,2.3%,?,3.7%,2.2,.,8.7%
CC(C)C(=O)Nc1nc(-c2ccc3c(c2)CCN3C(=O)C2CC2)cs1,-9.5%,-24.6%,-18.5%,-5.9%,-22.1%,16.8%,-6.7,24.3%,-4.9%
Cn1cc(Br)c(-c2cccc(NC(=O)CC(C)(C)CC(=O)O)c2)n1,0.0%,-3.3%,-4.9%,4.2%,-12.7%,7.7%,-4.0,-4.3%,12.7%
Cc1ccc2nc(COc3ccc(NC(=O)COc4ccccc4F)cc3)cc(=O)n2c1,-10.3%,4.4%,-15.6%,4.3%,-15.3%,-0.1%,3.5,.,2.2%[60.1 µM]
COc1ccccc1NC(=O)C1=C(C)Nc2nc(CCCO)nn2C1c1cccc(O)c1 (stereo not given),-6.9%,-10.6%,-0.3%,-0.9%,-7.0%,-0.7%,-6.7,.,3.1%
COc1ccc(N2CCN(C(=O)c3ccccc3NS(=O)(=O)c3ccccc3)CC2)cc1,?,6.2%,14.4%,-4.7%,-13.8%,-8.6%,-2.2,-1.8%,-3.7%
CCCn1c(=O)c(C(=O)NCCc2ccccc2)c(O)c2ccccc21,?,5.8%,34.6%,-7.1%,-17.3%,6.1%,2.2,11.8%,8.0%
O=C(O)/C=C/C(=O)Nc1ccc(SC(F)(F)C(F)(F)C(F)(F)F)cc1,-3.0%,-12.2%,6.1%,?,-10.6%,3.5%,-1.7,-1.3%,-1.2%
COc1ncnc2c1N=C1CC(C)(C)CC(N)=C1S2,-22.7%,-16.2%,-12.0%,-2.6%,-19.2%,35.5µM*,2.6,-1.4%,-12.0%
Cc1cc(C)nc(NC(=O)c2ccc(Cl)cc2[N+](=O)[O-])c1,-0.5%,-0.9%,5.0%,-10.1%,-18.2%,-8.1%,-9.7,-12.0%,-8.2%
COCCCNC(=O)CCCOc1ccccc1,-11.0%,5.9%,3.8%,-1.2%,6.4%,.,-5.8,8.8%,-2.3%
CCOC(=O)C[C@H]1c2ccccc2S(=O)(=O)N1Cc1ccc(Cl)cc1,7.2%,-5.7%,.,.,-19.1%,10.2%,-1.3,.,7.3%&-6.5%
COc1ccc(NS(=O)(=O)c2ccc(C)c(C(=O)N3CCN(Cc4cc(OC)ccc4OC)CC3)c2)cc1,12.9%,5.8%,.,.,-23.3%,6.5%,5.2,.,-2.9%
Cc1ccc(NC(=O)CCN2CCN(CCO)CC2)cc1C,-1.1%,-20.8%,-0.2%,-0.4%,4.3%,-5.7%,0.9,.,-9.7%
O=C(Cc1ccccc1)NNC(=S)NC(=O)c1cccs1,-28.3%,-38.6%,?,-5.8%,-6.1%,10.1%,3.2,-1.4%,-10.9%
CN(C)c1cccc(C(=O)N/C=C/n2cnc3cc(C(F)(F)F)ccc32)c1,9.0%,-18.9%,-8.9%,-10.7%,-12.7%,-1.4%,4.2,-9.7%,9.0%
O=C(/C=C/c1ccccc1)NNC(=O)c1cccnc1,5.1%,-11.0%,5.9%,-11.4%,-1.9%,.,-6.1,-1.6%,4.0%[60.1 µM]

# Just APEX1 inh, Pol kappa inh and ERG-DNA inh, for 2 of the compounds above:
SMILES	APEX1 inh	Pol kappa inh	ERG-DNA inh
O=C(Cc1ccccc1)NNC(=S)NC(=O)c1cccs1	-1.4%	-10.9%	10.1%
O=S(=O)(Nc1ccc(-c2cn3c(n2)SCC3)cc1)c1cccs1	-3.7%	-11.2%	2.9%

# Remaining list, next part
SMILES,12-LOX inh,RGS4 inhibitor,Pol beta inh,Anesthetic bind,POLH inh,ERG-DNA inh,LDHA inh,APEX1 inh,Pol kappa inh
COc1cc(OC)c(NC(=O)CC(c2cccs2)N2Cc3ccccc3C2=O)cc1Cl (stereo not given),0.0%,-6.0%,-7.8%,47.9%[activator],-1.4%,1.9%,8.9,.,-19.7%
COc1ccc(C(=O)NCc2cccnc2)cc1,21.6%,12.5%,10.0%,31.0%[activator],-17.2%,-1.3%,-3.5,-7.3%,-5.3%
Cc1csc2nc(SCC(=O)N3CCN(c4ccccc4)CC3)[nH]c(=O)c12,124.8%[activator],-16.0%,-0.7%,-21.9%,?,3.1%,-9.0,12.0%,-16.4%
Cc1ccc(OCC(=O)Nc2ccc(N3CCN(S(C)(=O)=O)CC3)cc2)cc1C,-10.6%,-2.3%,10.1%,3.4%,-11.2%,-3.3%,-6.9,2.1%,-1.8%
NC(=O)C1CCN(C(=O)COc2cccc3cccnc23)CC1,-2.2%,23.2%,26.7%,-3.0%,-0.9%,2.8%,-3.8,-0.9%,-2.7%
CCOC(=O)Cn1c(C)[n+](CC(=O)c2ccccc2)c2ccccc21,-14.2%,6.1%,1.1%,3.0%,-12.8%,3.6%,-4.5,-0.4%,14.1%
CCN1C(=O)c2ccccc2S(=O)c2ccc(C(=O)NCc3ccccc3OC)cc21 (stereo not given),-23.4%,-19.7%,2.9%,-8.5%,-13.1%,-5.4%,-5.7,.,-4.1%
COc1ccc(-c2cc(C(=O)NCCN3CCOCC3)c3cc(C(C)C)ccc3n2)cc1,-22.3%,-10.6%[56.9 µM],9.9%,0.8%,-21.5%,12.4%,-0.8,22.5%,7.5%
CCC(=O)Nc1ccc(C(=O)n2nc(C)cc2C)cc1,0.0%,5.1%,5.9%,-12.6%,3.5%,-3.2%,-9.2,10.4%,-8.0%
CCOC(=O)c1c(NC(=O)C2C3C=CC(C3)C2(C)C(=O)O)sc2c1CCCC2 (stereo not given),-2.3%,9.6%,22.4µM*,1.9%,20µM*,0.8%,-9.5,?,?
Cc1cccc(OCc2nnc(SCC(=O)Nc3nccs3)o2)c1,481.6%[activator],11.8%,0.7%,-9.0%,-18.0%,15.7%,-0.3,4.8%,0.7%
COc1ccc(N(C(=O)c2cccc(C)c2)S(=O)(=O)c2ccc(Cl)cc2)cc1,-13.7%,-19.8%,-18.8%,-14.4%,-11.2%,-5.6%,1.5,.,-7.1%
CC(C)CN(c1ccccc1)S(=O)(=O)c1nnc(NC(=O)C(C)C)s1,0.0%,5.8%,45.6%,3.2%,-3.5%,14.9%,-1.8,-4.7%,-6.0%
O=c1c2ccccc2n(Cc2cccc(Cl)c2)c(=O)n1CCc1ccccc1,-6.8%,10.3%,4.9%,7.7%,?,-0.5%,-9.1,.,-24.9%
COc1ccc(Cl)cc1S(=O)(=O)N(C)CC(=O)NCCCn1ccnc1,-25.5%,-14.2%,29.5%,3.7%,-16.6%,14.7%,0.2,29.4%,-13.1%
COc1cccc(/C=N/NC(=O)C(=O)N2CCCC2)c1,4.4%,0.7%,.,.,-9.8%,.,-11.0,.,2.0%
O=C(COC(=O)COc1ccccc1)NC1CCS(=O)(=O)C1 (stereo not given),7.9%,-2.3%,.,.,-14.1%,-15.6%,4.3,10.9%,2.6%
CC1(C(=O)N2CCOCC2)CCCCC1,?,-10.1%,-9.2%,-6.6%,4.6%,-3.0%,-0.8,37.9%,10.3%
CC(C)OC(=O)CSc1nc2c(c(C3CC=CCC3)c1C#N)CCC2 (stereo not given),4.6%,-20.7%,2.8%,78.4%[activator],-20.3%,.,3.1,3.0%,-6.1%

# Taken from above:
# RGS4 inhibitor with `COc1cccc(/C=N/NC(=O)C(=O)N2CCCC2)c1` is entered as 0.7%
# Pol beta inh with `COc1ccc(N(C(=O)c2cccc(C)c2)S(=O)(=O)c2ccc(Cl)cc2)cc1` is entered as -18.8%
# Anesthetic bind with `Cc1csc2nc(SCC(=O)N3CCN(c4ccccc4)CC3)[nH]c(=O)c12` is entered as -21.9%

# Assay outcomes (PubChem BioAssay)
